miR122 inh: blocks miR-122 activity in Huh7 sensor cells; 340,000 tested, 0.3% active; AID 602342; activation (reporter increase), % at 12.5 µM; Huh7 miR-122 Renilla luciferase sensor, 48 h; neutral wells = 0, positive control = 100;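 active = mean replicate activation score at least 90 and every replicate individually at or above 90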;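 also: higher luciferase means less miR-122 activity so hits act as miR-122 inhibitors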
Statin myotox sup: suppression of simvastatin myotoxicity | C2C12 myotubes + simvastatin, ATP luminescence, 48 h; scaled: DMSO 0, geranylgeraniol control 100 | rescue of ATP level, % at 7.49 µM | 330,000 tested, 0.78% active | AID 602340;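 active = mean ATP rescue above about 67%, or every replicate alone reaching that limit, limit read from the data, passing the limit was not always enough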;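 also: myotubes were challenged with 10 µM simvastatin during compound exposure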
Cneo AK release: causes C. neoformans cell lysis; AID 651654; adenylate kinase release luminescence, 4 h; normalised: neutral wells 0, clomiphene wells 100; 360,000 tested, 0.2% active; lysis activity, % at 15 µM;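 active = mean lysis activity across replicates of at least 80%, whatever share of replicates individually reach that level; inactive = mean lysis activity below 80%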
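Assay system: Cryptococcus neoformans yeast cells / Dosing: single-point compound dose / Timing: 4 h at 37 °C static, read 1 h later / Measured by: luminescence of released adenylate kinase using an AK detection reagent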
esBAF inh: inhibitors of esBAF chromatin remodeling in mouse ES cells; reporter increase, % at 12.5 µM; 350,000 tested, 2% active; AID 602393; Bmi1-luciferase knock-in reporter, 24 h; 100% = twice the neutral-well signal; in the data active = activation above about 40%;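 also: 0% = median of the plate's neutral control wells and 100% = double that signal; a rise in the Bmi1 reporter signal indicates esBAF inhibition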
SIRT5 block: blocks human SIRT5 desuccinylation of peptide. Q9NXA8. Purified SirT5, succinyl-peptide AMC, trypsin-coupled fluorescence. inhibition, % at 15 µM. 330,000 tested, 1.1% active. AID 652115; in the data active = inhibition above about 15%
Target sequence (Q9NXA8 whole entry, looked up): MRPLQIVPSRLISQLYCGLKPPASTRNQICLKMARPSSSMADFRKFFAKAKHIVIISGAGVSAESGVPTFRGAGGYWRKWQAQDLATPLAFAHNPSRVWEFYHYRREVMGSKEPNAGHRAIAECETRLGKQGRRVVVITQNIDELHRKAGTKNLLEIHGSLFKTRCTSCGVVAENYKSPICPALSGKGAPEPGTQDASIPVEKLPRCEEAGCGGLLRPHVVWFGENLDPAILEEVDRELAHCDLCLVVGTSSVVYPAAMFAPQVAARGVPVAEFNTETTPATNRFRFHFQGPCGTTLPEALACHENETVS
ARNT TACC3 PPI: disrupts binding between human ARNT and TACC3; inhibition, % at 9.99 µM; 390,000 tested, 0.66% active; AlphaScreen His-ARNT PAS-B/GST-TACC3 binding, luminescence; TACC3 fragment carries E629A point mutation; AID 623870;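 active = mean inhibition of replicates at least 50% and at least half of replicates each reaching 50%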;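 also: 0% = complete ARNT plus TACC3 wells and 100% = ARNT alone without TACC3; many hits fall short of the cut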
ERp5 block: ERp5 (human) disulfide isomerase inhibition. AID 651711. ERp5 insulin aggregation, absorbance 650 nm, 90 min. inhibition, % at 9.99 µM. 350,000 tested, 0.05% active. Q15084;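 active = mean replicate inhibition above about 25%, with every replicate also reaching it, limit read from the data, passing the limit was not always enough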
Target sequence (Q15084 whole entry, looked up): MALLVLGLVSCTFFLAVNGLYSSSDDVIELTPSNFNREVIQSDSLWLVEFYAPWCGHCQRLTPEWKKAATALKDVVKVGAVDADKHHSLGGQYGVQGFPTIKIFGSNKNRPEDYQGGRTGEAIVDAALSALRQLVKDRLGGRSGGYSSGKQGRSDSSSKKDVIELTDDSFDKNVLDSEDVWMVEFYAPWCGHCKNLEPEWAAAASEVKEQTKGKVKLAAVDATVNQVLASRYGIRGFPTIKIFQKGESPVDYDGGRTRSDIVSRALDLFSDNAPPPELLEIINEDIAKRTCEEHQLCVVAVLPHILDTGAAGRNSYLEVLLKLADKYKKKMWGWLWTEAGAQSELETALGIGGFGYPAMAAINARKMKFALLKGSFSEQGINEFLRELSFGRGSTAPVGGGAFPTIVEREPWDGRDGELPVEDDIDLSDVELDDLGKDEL
Starred values were filed as active, the others as inactive; & = joins results of further samples; [ ] = another dose, or the depositor's remark.

Screening Cn1c(=O)c2c(ncn2CC(COCc2ccccc2)OCc2ccccc2)n(C)c1=O (configuration not stated) returned SIRT5 block -5, ARNT TACC3 PPI -1 and ERp5 block 2.
COC(=O)c1ccccc1NC(=O)C1(S(=O)(=O)c2ccc(Cl)cc2)CC1 was read as miR122 inh -5, Statin myotox sup 16, Cneo AK release -2, esBAF inh 2, SIRT5 block -4, ARNT TACC3 PPI -3 and ERp5 block 15.
Screening Cc1cc(C(=O)NNc2ccccc2F)no1 returned miR122 inh 2, Cneo AK release 0, SIRT5 block 0, ARNT TACC3 PPI -5 and ERp5 block -6.
For Cn1cnc([N+](=O)[O-])c1Sc1ccc(Br)cc1 the results were miR122 inh -7, Statin myotox sup 9, Cneo AK release -1, esBAF inh 1, SIRT5 block -2 and ERp5 block 3.
O=C(/C=C/c1cccs1)N1CCN(c2ccc(F)cc2)CC1 was read as SIRT5 block -3, ARNT TACC3 PPI 13 and ERp5 block 0.
For O=C1Nc2ccccc2C(=O)N2CCCCC12 (configuration not stated) the results were miR122 inh -1, Statin myotox sup 8, Cneo AK release -6, esBAF inh -3, SIRT5 block 0, ARNT TACC3 PPI 4 and ERp5 block 0.
Cc1ccc2c(c1)C(=O)CC(c1ccccc1)S2 (configuration not stated) was read as miR122 inh 0, Statin myotox sup -3, Cneo AK release -4, esBAF inh -13, ARNT TACC3 PPI -5 and ERp5 block 5.
For O=C(N/N=C/c1cc(Br)c(O)c(Br)c1O)c1ccc2c(c1)OCCO2 the results were miR122 inh -5, Statin myotox sup -3, Cneo AK release -5, esBAF inh 43*, SIRT5 block 4 and ERp5 block -2.
`CNC[C@@H]1Oc2ccc(NS(=O)(=O)c3ccc(OC)cc3)cc2C(=O)N([C@@H](C)CO)C[C@@H]1C` gave miR122 inh -2[16.7 µM], Statin myotox sup -6, Cneo AK release 0, esBAF inh -1, SIRT5 block 1, ARNT TACC3 PPI -9 and ERp5 block -3.
`C=CCN1C(=O)C2(OCCCO2)c2cccc(C)c21` gave miR122 inh -1, Statin myotox sup -5, Cneo AK release -2, esBAF inh 1, SIRT5 block -2, ARNT TACC3 PPI -4 and ERp5 block 3.
For COc1ccc(C(=O)OCC(=O)c2c(N)n(C)c(=O)n(C)c2=O)c(OC)c1OC the results were miR122 inh 12, Statin myotox sup -23, Cneo AK release 5, esBAF inh -1, SIRT5 block -5, ARNT TACC3 PPI 4 and ERp5 block -7.
COc1c(O)ccc2cnn(-c3ccccc3C)c(=O)c12 was read as miR122 inh -3, Cneo AK release 0 and ARNT TACC3 PPI -2.
For CN1c2ccc(-c3ccc(C#N)cc3)cc2[C@@H]2[C@@H](CCN2S(=O)(=O)c2cccc(F)c2)[C@H]1CO the results were miR122 inh -1[16.7 µM], Statin myotox sup 13, Cneo AK release 6, esBAF inh -3, SIRT5 block 2, ARNT TACC3 PPI -29 and ERp5 block 0.
Screening CSc1ccccc1NC(=O)CN(c1cccc(C)c1)S(C)(=O)=O returned miR122 inh -3, Statin myotox sup 11, esBAF inh 5, SIRT5 block 8, ARNT TACC3 PPI 1 and ERp5 block -1.
`Cc1ccccc1NC(=O)c1ccco1` gave miR122 inh -2, Statin myotox sup 18, Cneo AK release -1, esBAF inh -5, SIRT5 block -2, ARNT TACC3 PPI -1 and ERp5 block 3.

The final 5 records of the section above lead into the next:
For COc1ccc(C(=O)OCC(=O)c2c(N)n(C)c(=O)n(C)c2=O)c(OC)c1OC the results were miR122 inh 12, Statin myotox sup -23, Cneo AK release 5, esBAF inh -1, SIRT5 block -5, ARNT TACC3 PPI 4 and ERp5 block -7.
COc1c(O)ccc2cnn(-c3ccccc3C)c(=O)c12 was read as miR122 inh -3, Cneo AK release 0 and ARNT TACC3 PPI -2.
For CN1c2ccc(-c3ccc(C#N)cc3)cc2[C@@H]2[C@@H](CCN2S(=O)(=O)c2cccc(F)c2)[C@H]1CO the results were miR122 inh -1[16.7 µM], Statin myotox sup 13, Cneo AK release 6, esBAF inh -3, SIRT5 block 2, ARNT TACC3 PPI -29 and ERp5 block 0.
Screening CSc1ccccc1NC(=O)CN(c1cccc(C)c1)S(C)(=O)=O returned miR122 inh -3, Statin myotox sup 11, esBAF inh 5, SIRT5 block 8, ARNT TACC3 PPI 1 and ERp5 block -1.
`Cc1ccccc1NC(=O)c1ccco1` gave miR122 inh -2, Statin myotox sup 18, Cneo AK release -1, esBAF inh -5, SIRT5 block -2, ARNT TACC3 PPI -1 and ERp5 block 3.
`O=C(NCc1ccco1)c1ccc(Cn2c(=O)c3ccccc3n(Cc3cccc(Cl)c3)c2=O)cc1` gave Statin myotox sup -7, Cneo AK release -2, esBAF inh -7 and ARNT TACC3 PPI -2.
Screening COCC(=O)N1CCCCN2[C@@H](CO)[C@H](c3ccc(C#Cc4ccccc4)cc3)[C@@H]2C1 returned miR122 inh 4[16.7 µM], Statin myotox sup 26, Cneo AK release 1, esBAF inh 12, SIRT5 block -2, ARNT TACC3 PPI 8 and ERp5 block -1.
`COc1ccccc1N(C)S(=O)(=O)c1ccc(C(=O)NC(C)c2ccccc2)cc1` (configuration not stated) gave miR122 inh 1, Statin myotox sup -1, Cneo AK release -4, esBAF inh 0, SIRT5 block -1, ARNT TACC3 PPI -3 and ERp5 block 3.
CC(Oc1ccc(C(=O)NC2CCCCC2)cc1)C(=O)O (configuration not stated) was read as miR122 inh 4, Statin myotox sup -15, Cneo AK release -3, esBAF inh -2 and ARNT TACC3 PPI -22.
Screening O=C1c2cccc(NCCNCCO)c2C(=O)c2cccc(NCCNCCO)c21 returned SIRT5 block 2, ARNT TACC3 PPI 47* and ERp5 block 6.
For CN(C)CCn1c2c(c(SCC(=O)Nc3ccccc3)nc1=O)CCCC2 the results were miR122 inh 8, Statin myotox sup -12, Cneo AK release 0, esBAF inh 3, SIRT5 block 2, ARNT TACC3 PPI -2 and ERp5 block -7.
CC(=O)Nc1nc2cc(N)ccc2s1 was read as miR122 inh -7, Statin myotox sup -8, Cneo AK release 1, esBAF inh -2, ARNT TACC3 PPI -1 and ERp5 block 6.
For CN(CC(=O)Nc1ccc2c(c1)OCCO2)S(=O)(=O)c1ccc(F)cc1 the results were miR122 inh -2, Statin myotox sup 27, Cneo AK release 1, esBAF inh 36, SIRT5 block -1, ARNT TACC3 PPI -8 and ERp5 block 4.
Screening COC(=O)C1=C(C)NC(C)=C(C(=O)OC)C1c1ccc(C)o1 returned miR122 inh -5, Cneo AK release 3, SIRT5 block 5, ARNT TACC3 PPI 1 and ERp5 block 4.
For Cc1nnc(SCC(=O)N(C)CC(=O)Nc2ccccc2Cl)s1 the results were miR122 inh -4, Statin myotox sup 4, Cneo AK release 0, SIRT5 block 0, ARNT TACC3 PPI -4 and ERp5 block 1.
For C[C@@H]1CCCCO[C@@H](CN(C)C(=O)Nc2ccc3c(c2)OCO3)[C@@H](C)CN([C@H](C)CO)C(=O)c2cc(NC(=O)Nc3ccc(C(F)(F)F)cc3)ccc2O1 the results were miR122 inh 10[16.7 µM], Cneo AK release 1, esBAF inh -1, SIRT5 block 9&8, ARNT TACC3 PPI 4 and ERp5 block -3&-3.
For CO[C@H]1CN(C)C(=O)c2ccc(NC(=O)NC(C)C)cc2OC[C@@H](C)N(C(=O)C2CCC2)C[C@@H]1C the results were miR122 inh -17[16.7 µM], Statin myotox sup 2, Cneo AK release -2, esBAF inh 1, SIRT5 block -2, ARNT TACC3 PPI -5 and ERp5 block -1.
CCC(C)Sc1nnc(NS(=O)(=O)Cc2ccccc2)s1 (configuration not stated) was read as miR122 inh -4, Statin myotox sup 3, Cneo AK release -3, esBAF inh 5, SIRT5 block -5, ARNT TACC3 PPI 2 and ERp5 block 3.
Screening CCCc1cc(=O)[nH]c(SCc2ccccc2Cl)n1 returned miR122 inh 2, Statin myotox sup 11, Cneo AK release -2, esBAF inh 3 and ARNT TACC3 PPI -6.
For O=C(Nc1ccc2ccccc2n1)Nc1ccccc1F the results were miR122 inh 6, Statin myotox sup 11, Cneo AK release -1, esBAF inh 29, SIRT5 block -2, ARNT TACC3 PPI 0 and ERp5 block 0.
Screening O=C(COC(=O)Cc1cccs1)Nc1cc(S(=O)(=O)N2CCOCC2)ccc1Cl returned miR122 inh -9, Statin myotox sup 1, Cneo AK release 1, esBAF inh 3, SIRT5 block 1, ARNT TACC3 PPI -2 and ERp5 block -2.
`O=C(CSc1ncn[nH]1)NCCC(c1ccccc1)c1ccccc1` gave miR122 inh 14, Statin myotox sup 1, Cneo AK release -2, esBAF inh 6 and ARNT TACC3 PPI -3.
`O=C(CCl)NCCN1C(=O)S/C(=C\c2cccnc2)C1=O` gave SIRT5 block -5, ARNT TACC3 PPI 12 and ERp5 block 4.
Screening Cc1cc2n(c(=O)c1C#N)CCCN2c1cccc(Cl)c1 returned miR122 inh -5, Statin myotox sup 3, Cneo AK release 7, esBAF inh 1 and ARNT TACC3 PPI -1.
For C[C@H]1CN([C@@H](C)CO)C(=O)c2cc(C3=CCCC3)cnc2O[C@H]1CN(C)Cc1cccnc1 the results were Statin myotox sup -6, Cneo AK release -4, esBAF inh 5, SIRT5 block -6, ARNT TACC3 PPI -3 and ERp5 block 8.
Screening O=C(NC1CCCC1)C(c1cccnc1)N(C(=O)c1csnn1)C1CC1 (configuration not stated) returned miR122 inh 10, Statin myotox sup 15, Cneo AK release -2, esBAF inh -3 and ARNT TACC3 PPI 1.
Screening CCc1ccc(CN(C)C(=O)CCc2nnc(COc3ccccc3)o2)cc1 returned SIRT5 block 2, ARNT TACC3 PPI -3 and ERp5 block 4.
`C[C@@H]1CCCCO[C@H](CN(C)S(=O)(=O)c2ccccc2)[C@@H](C)CN([C@@H](C)CO)C(=O)c2cc(N(C)C)ccc2O1` gave miR122 inh 1[16.7 µM], Statin myotox sup 8, Cneo AK release 4, esBAF inh 3, SIRT5 block -4, ARNT TACC3 PPI 24 and ERp5 block 1.
COc1ccc(C)cc1NC(=O)C1CCN(S(=O)(=O)c2ccc3c(c2)NC(=O)CO3)CC1 was read as miR122 inh 5, Statin myotox sup -20, Cneo AK release -16, esBAF inh 1, SIRT5 block 0, ARNT TACC3 PPI -5 and ERp5 block 3.
Screening CN(C(=O)COC(=O)CSc1cc(Cl)ccc1Cl)c1c(N)n(Cc2ccccc2)c(=O)[nH]c1=O returned miR122 inh -2, Statin myotox sup 10, Cneo AK release 5, esBAF inh -3, SIRT5 block -1, ARNT TACC3 PPI -11 and ERp5 block -9.
C[C@@H](O)C#Cc1ccc([C@H]2[C@@H](CO)N3CCCCN(S(=O)(=O)c4ccccc4)C[C@@H]23)cc1 was read as miR122 inh 11[16.7 µM], Cneo AK release 0, SIRT5 block -3, ARNT TACC3 PPI -4 and ERp5 block 1.
Screening CCOC(=O)c1c(C)[nH]c(O)c1C=Nc1ccccc1 returned miR122 inh -9, Statin myotox sup 7, Cneo AK release 0, esBAF inh 1 and ARNT TACC3 PPI 9.
CC1(C(=O)NCC2CC2)CCN1C(=O)C1(c2ccccc2)CC1 (configuration not stated) was read as miR122 inh -8, Statin myotox sup 12, Cneo AK release -1, esBAF inh 1, SIRT5 block 2 and ERp5 block 3.
For C=CCC(CC=C)(NC(=O)c1ccccc1)c1ccccc1 the results were miR122 inh 3, Statin myotox sup 18, Cneo AK release 3, esBAF inh -3 and ARNT TACC3 PPI 2.
`CN(CC(=O)Nc1ccc(F)cc1)C(=O)COC(=O)c1ccc(=O)n(Cc2ccccc2)n1` gave miR122 inh -6, Statin myotox sup -9, Cneo AK release -2, esBAF inh -11, SIRT5 block -4, ARNT TACC3 PPI 2 and ERp5 block 3.
Screening Fc1ccccc1-c1nc(NCC2CC2)nc2ccsc12 returned miR122 inh -3, Statin myotox sup 6, Cneo AK release 1, esBAF inh 1 and ERp5 block -6.
Cc1noc(C)c1NC(=O)N[C@H]1CC[C@H](CCNC(=O)C2CC2)O[C@@H]1CO was read as Statin myotox sup 0, Cneo AK release 1, esBAF inh -9, SIRT5 block -4, ARNT TACC3 PPI -1 and ERp5 block 6.
Cc1ccccc1/C=N/NC(=O)c1cccnc1 was read as miR122 inh 1, Statin myotox sup -10, Cneo AK release 0, esBAF inh 2, SIRT5 block 1, ARNT TACC3 PPI 7 and ERp5 block -2.

Screening results as filed in PubChem BioAssay.
